FLuc counter = inhibits or activates purified firefly luciferase, miR-21 counter-screen; Potency, µM (top dose mostly 57.5 µM), without a hit: at the highest dose activity change, negative = inhibition, usual class: inhibitors; actives 6.9% (n = 360,000); purified FLuc, Km substrates, luminescence inhibition; P08659;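 further: potency means the concentration at half of the fitted maximal effect; plate controls were vehicle for no effect and reference inhibitor for full effect; nearly all actives have a fitted effect of over 55% in size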
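Purified P. pyralis luciferase (10nM final) with 10uM D-luciferin and 10uM ATP (Km levels) in 50mM Tris acetate pH 7.5, 10mM Mg acetate, 0.01% Tween-20, 0.05% BSA; qHTS 6-point titration, ~60 µM downward; luminescence read.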
ELG1 genotox = genotoxicity induction in ELG1-luciferase HEK293T cells. Potency, µM (top dose mostly 46 µM), for the others: at the highest dose activity change, positive = activation, hits mostly activators. actives 1.3% (n = 330,000). HEK293T ELG1-luciferase reporter, luminescence, 16 h. AID 504466; further: potency means the concentration at half of the fitted maximal effect; % of control where 0% means no effect; nearly all actives have a fitted effect of over 60% in size
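ELG1-luciferase HEK293T cells, 2,000/well; compound pinned in; 16 hr, 37 °C, 5% CO2; ONE-Glo, 30 min RT; luminescence on CCD imager.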
NPC1 prom act = NPC1 promoter activation | Potency, µM (top dose mostly 9.22 µM), inactives show top-dose activation, usual class: activators | actives 2.4% (n = 320,000) | Huh7 NPC1 promoter luciferase reporter, 24 h;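 further: potency means the concentration at half of the fitted maximal effect; % of control where 0% means no effect; nearly all actives have a fitted effect of over 60% in size; reporter is driven by a mutant NPC1 promoter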
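NPC1 promoter–luciferase Huh7 cells; 24 h compound; luminescence.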
ELG1 DNA repair = ELG1-dependent DNA repair inhibition | HEK293T ELG1-luciferase reporter, luminescence, 16 h; DNA damage induced by 5-fluorouridine | Potency, µM (highest dose often 46.1 µM), inactives show at the top dose activity change, negative = inhibition, hits mostly inhibitors | actives 2.3% (n = 330,000); further: potency means the concentration at half of the fitted maximal effect; on the % scale 0 is the no-effect control and ±100 the full control effect; nearly all actives have a fitted effect of over 55% in size
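HEK293T cells expressing luciferase-tagged ELG1 (2,000/well) received 5-Fluorouridine plus compound or DMSO for 16 hr at 37 °C. Luciferase was read by ONE-Glo luminescence after 30 min at room temperature.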
RORg inh = inhibitors of mouse ROR gamma transcriptional activity. Potency, µM (top dose mostly 53.6 µM), for inactives: at the top dose activity change, negative = inhibition, usual class: inhibitors. P51450. AID 2551. actives 5.4% (n = 310,000). Drosophila S2 Gal4-RORgamma UAS-luciferase reporter, 20 h; further: potency means the concentration at half of the fitted maximal effect; on the % scale 0 is the no-effect control and ±100 the full control effect; nearly all actives have a fitted effect of over 60% in size
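Stably transfected Drosophila Schneider cells are the test system, with ROR gamma fused to Gal4 and luciferase under UAS control; luminescence is read after 20 hr of 700 uM copper sulfate induction at ambient temperature.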
TRPV1 ag = agonists of human vanilloid receptor 1 (TRPV1); activation, % at 8.33 µM; TRPV1-expressing cells, Fluo-8 calcium influx, agonist mode; actives 0.19% (n = 320,000); in the data active means activation above about 80%; inconclusive means between about 30% and that limit; further: 0% is about no effect
Target sequence (Q8NER1 whole entry, looked up): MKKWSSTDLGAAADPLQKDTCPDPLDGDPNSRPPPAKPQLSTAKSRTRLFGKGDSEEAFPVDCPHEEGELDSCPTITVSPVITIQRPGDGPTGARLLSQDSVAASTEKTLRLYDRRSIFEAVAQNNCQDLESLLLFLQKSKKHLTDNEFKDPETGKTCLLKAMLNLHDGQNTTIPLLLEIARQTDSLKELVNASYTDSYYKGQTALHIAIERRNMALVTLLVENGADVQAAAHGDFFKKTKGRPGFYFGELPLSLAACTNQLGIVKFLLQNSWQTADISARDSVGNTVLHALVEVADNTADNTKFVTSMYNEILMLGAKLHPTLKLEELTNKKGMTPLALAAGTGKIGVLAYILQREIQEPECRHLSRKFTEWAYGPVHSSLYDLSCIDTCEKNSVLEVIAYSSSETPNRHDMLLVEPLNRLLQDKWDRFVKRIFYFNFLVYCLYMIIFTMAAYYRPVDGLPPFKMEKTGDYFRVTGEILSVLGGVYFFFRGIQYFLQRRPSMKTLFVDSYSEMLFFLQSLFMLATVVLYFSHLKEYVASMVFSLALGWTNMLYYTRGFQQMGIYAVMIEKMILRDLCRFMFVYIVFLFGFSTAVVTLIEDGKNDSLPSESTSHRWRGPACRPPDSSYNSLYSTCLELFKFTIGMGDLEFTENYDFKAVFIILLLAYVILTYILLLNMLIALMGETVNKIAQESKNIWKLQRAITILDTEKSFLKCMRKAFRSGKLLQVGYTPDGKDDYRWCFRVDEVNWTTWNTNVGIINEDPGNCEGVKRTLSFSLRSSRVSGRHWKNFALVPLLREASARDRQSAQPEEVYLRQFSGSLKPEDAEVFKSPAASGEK
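Fluo-8 calcium influx in TRPV1-expressing cells, kinetic read (ex 480/em 520 nm). Compound added and read 3 min for agonist activity, followed by capsaicin at EC20 final and 2 min further read for enhancement.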
Rab9 prom act = activates the Rab9 promoter. Huh7 Rab9 promoter-luciferase reporter, luminescence, 24 h. Potency, µM (top dose mostly 9.22 µM), without a hit: at the highest dose activation, negative = inhibition, most hits filed as activators. actives 2.8% (n = 320,000); further: potency means the concentration at half of the fitted maximal effect; % of control where 0% means no effect; nearly all actives have a fitted effect of over 60% in size
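Measured in stably transfected Huh7 cells bearing a Rab9 promoter–luciferase construct: 24 h compound treatment at 37 °C, followed by luminescence detection.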
BRCA1 expr up = increases BRCA1 expression; MCF7-BRCA1-FFLuc reporter, luminescence, 48 h; response scale: scaled: vehicle 0%, 10 µM genistein 100%; Potency, µM (doses to about 46.1 µM), inactives show at the top dose activation, usual class: activators; actives 1.1% (n = 380,000); further: potency means the concentration at half of the fitted maximal effect; nearly all actives have a fitted effect of over 80% in size; some results filed as inactive show a strong effect at the top dose
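Using MCF7 cells harboring a BRCA1 firefly luciferase reporter, plated 2 h before compound pinning, the screen measured luminescence after 48 h incubation. Responses were normalized to DMSO and 10 microM genistein, then fitted for concentration-effect.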
VP16 counter = Gal4-VP16 reporter inhibition counter-screen. Potency, µM (highest dose often 53.6 µM), inactives show top-dose activity, negative = inhibition, actives largely listed as inhibitors. actives 3.5% (n = 310,000). Drosophila S2 Gal4-VP16 UAS-luciferase, luminescence, 20 h;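 further: Gal4-VP16 expression switched on by copper sulfate through the metallothionein promoter; potency means the concentration at half of the fitted maximal effect; on the % scale 0 is the no-effect control and ±100 the full control effect; nearly all actives have a fitted effect of over 50% in size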
Tb PFK inh = blocks T. brucei phosphofructokinase. O15648. T. brucei PFK, ADP-Glo luminescence. Potency, µM (highest dose often 57.5 µM), for the others: at the top dose activity, negative = inhibition, most hits filed as inhibitors. actives 0.17% (n = 330,000). AID 485367;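 further: potency means the concentration at half of the fitted maximal effect; 0% = uninhibited 1x PFK enzyme wells and -100% = no-enzyme wells; nearly all actives have a fitted effect of over 60% in size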
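1.25 nM PFK with 0.5 mM F6P and 0.1 mM ATP in 0.1 M TEA pH 8.0, 5 mM MgCl2, incubated 45 min at room temperature; ADP measured by ADP-Glo luminescence; compounds titrated up to 57 uM.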
p53 reactivator = mutant p53 re-activation in reporter cells | H1299 p53-A138V BP100-luciferase reporter, luminescence, 24 h | Potency, µM (titrated, usually from 92.2 µM), for the others: at the top dose activity change, positive = activation, most hits filed as activators | actives 0.063% (n = 320,000); further: potency means the concentration at half of the fitted maximal effect; % of control where 0% means no effect; nearly all actives have a fitted effect of over 45% in size
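p53-null H1299 cells stably carrying temperature-sensitive p53-A138V and a BP100-luciferase reporter were pinned with compounds (4-point, 1:5 series) and held 24 hrs at 37 deg C. Luminescence was read 10 min after detection reagent.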
* marks the source's active call; other numbers are inactive results; ? = inconclusive; · = no result given; [ ] = remark or other dose. Unless noted, the call rests on the fitted dose curve; in most records, active means well fitted curve in the direction sought with a large enough effect; inconclusive means small, poorly fitted or top-dose-only effect, or another doubt; inactive means no such curve, though single readings can be large; an effect the other way counts as inactive or inconclusive.

SMILES	FLuc counter	ELG1 genotox	NPC1 prom act	ELG1 DNA repair	RORg inh	TRPV1 ag	Rab9 prom act	BRCA1 expr up	VP16 counter	Tb PFK inh	p53 reactivator
O=C(CCc1nc2sc3c(c2c(=O)[nH]1)CCCC3)N1CCN(c2ccccc2)CC1	0%	-3%	2%	11%	·	0	-1%	-18%	·	-15%	-2%
Cc1cccc(C(=O)N/N=C/c2ccc[nH]2)c1	?	13%	5%	?	7.9µM*	3	0%	78%	13µM*	-2%	?
Cc1cc(NC(=O)CSc2nnc(CNc3ccc(F)cc3)n2C2CCCCC2)no1	1%	-1%	1%	?	22%	3	5%	-21%	-9%	3%	-12%
CCOC(=O)N1CCN(C(=O)CN(C2CCCCC2)S(=O)(=O)c2c(C)cc(C)cc2C)CC1	1%	-14%	0%	-4%	-3%	23	2%	4%[1.84 µM]	3%	4%	-1%
COCCNC(=O)COC(=O)C1=Cc2ccccc2OC1	4%	1%	-2%	1%	-6%	1	-3%	-11%	-12%	-2%	2%
C/C(=N\Nc1nc(-c2ccccc2)cs1)c1cccs1	0.85µM*	?	3.5µM*	?	-8%	0	2µM*	44%	1%	0%	?
Cc1cccc(NC(=S)NC(=O)c2oc3ccccc3c2C)n1	?	?	1.3µM*	?	8.9µM*	0	1.4µM*	?	17%	1%	?
CC(C)CCNC(=O)CCS(=O)(=O)c1cccc2nonc12	5%[2.3 µM]	-2%	11%	2%	-14%	1	1%	4%	-6%	7%	0%
COc1ccc(C(=O)Nc2ccc(SC(F)F)cc2)cc1	3µM*	?	2.2µM*	?	?	?	0.79µM*	1.3µM*	0%	0%	?
Oc1ccc(-c2onc3ccc(Cl)cc23)cc1	-19%	-4%	0%	?	-2%	11	0%	64%	5%	3%	10%
COC(=O)[C@H](Cc1c[nH]c2ccccc12)NC(=O)Nc1ccccc1OC	6%	-7%	3%	-7%	-1%	·	-8%	4%	4%	-2%	-2%
COc1ccc(OC)c(NC(=O)CS(=O)(=O)Cc2nc(-c3ccccc3C)oc2C)c1	2%	-6%	-1%	?	?	3	-1%	-17%	8%	3%	-5%
CCCn1nnc(NC(=O)c2ccc(-c3ccccc3)cc2)n1	9.5µM*	?	2.5µM*	?	-2%	4	2.5µM*	12%	28%	-7%	9%
NNc1ccc(Cc2ccc(Cl)cc2Cl)nn1	-1%	19%	-1%	?	3.5µM*	-3	5%	-54%	?	0%	-1%
O=C(Nc1ccccc1C(=O)N1CCOCC1)c1ccco1	1%	1%	-7%	2%	2%	2	1%	0%	2%	2%	-4%
COc1ccccc1-n1c(SCC(=O)Nc2ccc(NC(C)=O)cc2)nc2c([nH]c3ccccc32)c1=O	-11%	9%	-1%	10µM*	4%	-14	1%	-70%	-28%	0%	-3%
Cc1ccnc(NC(=O)c2ccc(Cl)c(NC(=O)c3ccccc3C)c2)c1	-16%	-7%	1%	?	·	?	6%	-1%	·	-1%	·
Cc1ccc(C(=O)Oc2cc(C)[nH]c(=O)c2[N+](=O)[O-])cc1	-10%	-12%	1%	-1%	-8%	1	1%	-3%	-3%	0%	2%
CC(=O)Nc1ccc(SC[C@H](Cc2ccccc2)N2CC[C@@H](C)CCC2=O)cc1	5%	-2%	0%	?	·	?	-2%	0%	·	3%	-13%
COc1cccc(-c2cc(C(=O)N3CCCCC3C)no2)c1 (centres undefined)	8.5µM*	9.2µM*	1.6µM*	?	8%	?	2.2µM*	2.8µM*	-3%	-2%	?

A draw from above in order of heavy-atom count, rising:
SMILES	FLuc counter	ELG1 genotox	NPC1 prom act	ELG1 DNA repair	RORg inh	TRPV1 ag	Rab9 prom act	BRCA1 expr up	VP16 counter	Tb PFK inh	p53 reactivator
NNc1ccc(Cc2ccc(Cl)cc2Cl)nn1	-1%	19%	-1%	?	3.5µM*	-3	5%	-54%	?	0%	-1%
Cc1ccc(C(=O)Oc2cc(C)[nH]c(=O)c2[N+](=O)[O-])cc1	-10%	-12%	1%	-1%	-8%	1	1%	-3%	-3%	0%	2%
CC(C)CCNC(=O)CCS(=O)(=O)c1cccc2nonc12	5%[2.3 µM]	-2%	11%	2%	-14%	1	1%	4%	-6%	7%	0%
CCCn1nnc(NC(=O)c2ccc(-c3ccccc3)cc2)n1	9.5µM*	?	2.5µM*	?	-2%	4	2.5µM*	12%	28%	-7%	9%
COC(=O)[C@H](Cc1c[nH]c2ccccc12)NC(=O)Nc1ccccc1OC	6%	-7%	3%	-7%	-1%	·	-8%	4%	4%	-2%	-2%
CC(=O)Nc1ccc(SC[C@H](Cc2ccccc2)N2CC[C@@H](C)CCC2=O)cc1	5%	-2%	0%	?	·	?	-2%	0%	·	3%	-13%
COc1ccc(OC)c(NC(=O)CS(=O)(=O)Cc2nc(-c3ccccc3C)oc2C)c1	2%	-6%	-1%	?	?	3	-1%	-17%	8%	3%	-5%
COc1ccccc1-n1c(SCC(=O)Nc2ccc(NC(C)=O)cc2)nc2c([nH]c3ccccc32)c1=O	-11%	9%	-1%	10µM*	4%	-14	1%	-70%	-28%	0%	-3%

Next section
SMILES	FLuc counter	ELG1 genotox	NPC1 prom act	ELG1 DNA repair	RORg inh	TRPV1 ag	Rab9 prom act	BRCA1 expr up	VP16 counter	Tb PFK inh	p53 reactivator
O=C(NCCc1cccnc1)C1CCC(=O)N(CCc2cccc(F)c2)C1 (centres undefined)	1%	0%	0%	8%	0%	-5	2%	-11%	5%	-8%	2%
O=C(Cn1nnc(-c2cccs2)n1)OC1CCCCC1	13µM*	0%	-2%	-3%	-2%	17	2%	2%	0%[0.365 µM]	-12%	-4%
O=C1NN(c2ccc(Br)cc2)C(=O)/C1=C\c1ccc(O)cc1O	?	-3%	7%	5%	-4%[1.91 µM]	-5	4%	-25%	-13%	-3%	3%
O=C(CCNS(=O)(=O)c1ccccc1C(F)(F)F)NC1CCCCCC1	4%	0%	-2%	-5%	·	1	1%	-13%	·	-4%	-3%
COc1ccc(N2CCN(Cc3nc4c(c(=O)[nH]c(=O)n4C)n3CC(C)=O)CC2)cc1	4%	2%	0%	8%	24%	-1	-2%	0%	-6%	1%	5%
CCOc1ccc(NS(=O)(=O)c2cc3c4c(c2)CCN4C(=O)CC3)cc1	1%	15%	0%	11%	·	-1	-3%	-26%	·	-3%	-3%
COc1ccc2oc(=O)cc(C)c2c1	-3%	2%	0%	-15%	0%	-1	2%	1%	-2%	2%	?
CCOC(=O)C1CCCN(Cc2nc(N)nc(Nc3ccc(Cl)cc3)n2)C1 (centres undefined)	3%	-7%	-4%	?	13µM*	11	-10%	-33%	?	3%	2%
CSc1nc(C)c(CCOCc2ccc(F)cc2)c(=O)[nH]1	-6%	-2%	-3%	-14%	8%	-9	8%	7%	5%	2%	-2%
CC(C)(C)C(O)CN1CCCC1 (centres undefined)	3%	13%	-3%	0%	2%	-6	-4%	0%	-8%	0%	-1%
Cc1ccc(S(=O)(=O)N2CCC(C(=O)N3CCC[C@H]3C(=O)NC3CCS(=O)(=O)C3)CC2)cc1 (some centres undefined)	0%	1%	-4%	11%	0%	0	-5%	0%	-4%	3%	-2%

From PubChem BioAssay
